# Tb PGK inh: blocks T. brucei phosphoglycerate kinase; Potency, µM (titrated, usually from 57.5 µM), inactives show top-dose activity change, negative = inhibition, hits mostly inhibitors; 380,000 tested, 0.043% active; PGK/GAPDH coupled, Kinase-Glo luminescence, 60 min; AID 602233; P07378; also: potency is read from the fitted curve at half-maximal effect; nearly all actives have a fitted effect of over 60% in size
#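 Recombinant glycosomal PGK reaction used 1,3-bisphosphoglycerate generated in-well by GAPDH (100nM final) in 100mM TEA pH 7.6, 5mM MgCl2, 0.01% Tween-20. After 60 minutes at room temperature, ATP was read by Kinase-Glo Plus luminescence end-point.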
# PI4K2A block: inhibitors of human PI4K2A; Q9BTU6; purified PI4K2A, ADP-Glo luminescence, 1 h; active compounds read low; activity change, negative = inhibition, % at 76.9 µM; 420,000 tested, 0.13% active; in the data active = activity change below about -50%; inconclusive = mostly about -30% to -49%;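 also: -100% = wells without enzyme as full effect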
#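 Compounds are screened against recombinant PI4K2A using PI as substrate and ATP, the latter dispensed at 300 microM. Reactions run one hour at ambient temperature before ADP-Glo detection; full inhibition defined by wells lacking enzyme.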
# GLS inh: inhibitors of human glutaminase (GLS); Potency, µM (doses to about 45.5 µM), for the others: top-dose activity change, negative = inhibition, most hits filed as inhibitors; O94925; 410,000 tested, 0.21% active; AID 624170; GLS enzymatic activity, qHTS titration; also: potency is read from the fitted curve at half-maximal effect
# Target sequence (O94925 whole entry, looked up): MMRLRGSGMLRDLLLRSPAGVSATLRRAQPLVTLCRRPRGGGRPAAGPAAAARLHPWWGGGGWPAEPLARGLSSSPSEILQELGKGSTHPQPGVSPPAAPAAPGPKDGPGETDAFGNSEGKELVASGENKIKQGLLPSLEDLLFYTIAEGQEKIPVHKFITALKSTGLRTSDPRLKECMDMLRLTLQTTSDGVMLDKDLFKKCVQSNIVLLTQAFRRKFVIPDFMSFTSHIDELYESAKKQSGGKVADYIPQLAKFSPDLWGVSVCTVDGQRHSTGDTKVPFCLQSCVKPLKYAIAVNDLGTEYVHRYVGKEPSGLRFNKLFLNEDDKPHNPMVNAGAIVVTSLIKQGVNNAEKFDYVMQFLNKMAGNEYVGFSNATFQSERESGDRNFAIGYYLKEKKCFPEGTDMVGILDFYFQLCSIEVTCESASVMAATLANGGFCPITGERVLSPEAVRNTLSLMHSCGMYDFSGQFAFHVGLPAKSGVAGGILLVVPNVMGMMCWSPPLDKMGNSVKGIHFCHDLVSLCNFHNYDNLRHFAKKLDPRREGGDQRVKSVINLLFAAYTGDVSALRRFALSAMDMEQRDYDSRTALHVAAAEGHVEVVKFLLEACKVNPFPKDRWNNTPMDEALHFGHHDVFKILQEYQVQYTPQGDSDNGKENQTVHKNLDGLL
#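 Read-out is an Amplex red fluorescence increase coupled through glutamate oxidase and HRP, measured before and after 30 min room-temperature incubation. hKGA is in 45 mM KH2PO4 (pH 8.2) with 0.02% Tween-20; glutamine added as 1mM solution.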
# * hit, by the source's call; i = inactive; ? = inconclusive. Unless noted, calls follow the shape of the dose curve; as a rule, active = well fitted curve in the direction sought with a large enough effect; inconclusive = small, poorly fitted or top-dose-only effect, or another doubt; inactive = no such curve, though single readings can be large; an effect the other way counts as inactive or inconclusive. Unless noted, % is scaled to controls: 0 for no effect and ±100 for the full control effect.
SMILES,Tb PGK inh,PI4K2A block,GLS inh
COc1cccc(CN(C)C(=O)c2cccc(S(=O)(=O)N3CCN(c4ccccc4)CC3)c2)c1,-3%,-6,18%
CCCCN(C(=O)CCOc1ccc(OCC)cc1)c1c(N)n(Cc2ccccc2)c(=O)[nH]c1=O,-2%,3,3%
C#CCN(Cc1ccco1)C(=O)c1cc(COc2cccc3cccnc23)on1,4%,-1,0%
CC(C)C1C(=O)N(Cc2cn(CC3CCCCC3)nn2)CCS(=O)(=O)N1Cc1ccc(-c2ccncc2)cc1 (centres undefined),-7%,-2,0%
Cc1sc(NC(=O)C2CC(=O)N(Cc3ccco3)C2)nc1-c1ccccc1 (centres undefined),8%,-2,2%
O=C1[C@H]2[C@@H](c3ccc(C(F)(F)F)cc3)N[C@]3(CCCN(Cc4ccc(Br)cc4)C3=O)[C@H]2C(=O)N1Cc1ccccc1,-9%,-7,-9%
O=C(COc1ccc(Br)cc1)OCC(=O)c1ccc[nH]1,1%,-1,13%
C[C@@H]1CN([C@H](C)CO)C(=O)CCCn2nncc2CO[C@@H]1CN(C)S(=O)(=O)c1ccc(F)cc1,-4%,-8,10%
CC(C)(C)N1CC(C(=O)Nc2ccc(C(N)=O)cc2)CC1=O (centres undefined),-11%,2,-5%
Cc1nnc(SCC(=O)NC2(C#N)CCCCC2)n1N,-2%,-2,-1%
Cc1ccccc1S(=O)(=O)N(C)C[C@H]1OCc2cnnn2CCCC(=O)N([C@@H](C)CO)C[C@H]1C,-4%,2,-10%
CCCC1NC(=O)c2cccnc2-n2c1nc1ccc(Br)cc1c2=O (centres undefined),-10%,-3,-6%
COc1ccc(NC(=O)N(C)C[C@@H]2OCc3cn(nn3)CCCC(=O)N([C@H](C)CO)C[C@H]2C)cc1,-9%,6,-2%
Cc1ccccc1N(CC(=O)N1CCN(Cc2ccccc2)CC1)S(C)(=O)=O,-2%,1,1%
O=C(c1ccccc1)N(CCCl)C(=O)N(CCCl)C(=O)c1ccccc1,i,0,-3%

# Arranged by SMILES length (rising): part of the list above.
SMILES,Tb PGK inh,PI4K2A block,GLS inh
Cc1nnc(SCC(=O)NC2(C#N)CCCCC2)n1N,-2%,-2,-1%
O=C(COc1ccc(Br)cc1)OCC(=O)c1ccc[nH]1,1%,-1,13%
CC(C)(C)N1CC(C(=O)Nc2ccc(C(N)=O)cc2)CC1=O (centres undefined),-11%,2,-5%
C#CCN(Cc1ccco1)C(=O)c1cc(COc2cccc3cccnc23)on1,4%,-1,0%
Cc1sc(NC(=O)C2CC(=O)N(Cc3ccco3)C2)nc1-c1ccccc1 (centres undefined),8%,-2,2%
Cc1ccccc1N(CC(=O)N1CCN(Cc2ccccc2)CC1)S(C)(=O)=O,-2%,1,1%
CCCCN(C(=O)CCOc1ccc(OCC)cc1)c1c(N)n(Cc2ccccc2)c(=O)[nH]c1=O,-2%,3,3%
CC(C)C1C(=O)N(Cc2cn(CC3CCCCC3)nn2)CCS(=O)(=O)N1Cc1ccc(-c2ccncc2)cc1 (centres undefined),-7%,-2,0%
Cc1ccccc1S(=O)(=O)N(C)C[C@H]1OCc2cnnn2CCCC(=O)N([C@@H](C)CO)C[C@H]1C,-4%,2,-10%
COc1ccc(NC(=O)N(C)C[C@@H]2OCc3cn(nn3)CCCC(=O)N([C@H](C)CO)C[C@H]2C)cc1,-9%,6,-2%
C[C@@H]1CN([C@H](C)CO)C(=O)CCCn2nncc2CO[C@@H]1CN(C)S(=O)(=O)c1ccc(F)cc1,-4%,-8,10%
O=C1[C@H]2[C@@H](c3ccc(C(F)(F)F)cc3)N[C@]3(CCCN(Cc4ccc(Br)cc4)C3=O)[C@H]2C(=O)N1Cc1ccccc1,-9%,-7,-9%

# (list continues)
SMILES,Tb PGK inh,PI4K2A block,GLS inh
Cc1ccc(CCC(=O)Nc2ccc(Cl)cc2Cl)o1,-3%,7,-10%
COc1ccc(S(=O)(=O)N(C)C[C@H]2Oc3ncc(C#CC4(O)CCCC4)cc3C(=O)N([C@@H](C)CO)C[C@@H]2C)cc1,i,-2,-4%
COCCCN1C(=O)C(CC(=O)NC(c2ccccc2)c2ccccc2)CC(C(=O)N(C)C)=C1C (centres undefined),8%,3,11%
Cc1ccc(S(=O)(=O)N2C[C@H]3n4c(=O)ccc(=O)n4C[C@H](OC(=O)NC4CC4)[C@@]3(O)C2)cc1,-4%,-13,-5%
CCN(CC)c1nc(C=Cc2ccc(N(C)C)cc2)c2nccnc2n1,i,-5,-11%
CCc1ccc(N2CC(C(=O)Nc3ccc(OC)c(S(=O)(=O)N4CCOCC4)c3)CC2=O)cc1 (centres undefined),i,8,-8%
C=CCCC(=O)N1C[C@H]2CON(C)[C@H]2C[C@H]1c1ccc(Br)cc1,-2%,3,1%
CC1CN(C(=O)COC(=O)c2ccc3ccccc3c2)CC(C)O1 (centres undefined),-7%,3,3%
NC(=O)Cc1ccc(OCc2nn[nH]n2)cc1,1%,-1,-24%
C[C@@H]1CN([C@H](C)CO)C(=O)CCCn2cc(nn2)CO[C@H]1CN(C)C(=O)NC1CCCCC1,8%,-6,-2%
CC1CCCN(S(=O)(=O)c2ccc3[nH]c(=O)cc(C(=O)NCCCN4CCCCCC4)c3c2)C1 (centres undefined),4%,-8,0%
O=C(Cn1sc2ccccc2c1=O)Nc1ccccc1,-1%,?,7.1µM*
CN1C(=O)[C@H]2[C@@H](c3ccccc3)N[C@]3(CCCN(Cc4ccc(F)cc4)C3=O)[C@H]2C1=O,5%,5,-1%
C=CCn1c2ccccc2c2nnc(SCC(=O)OC)nc21,-6%,0,-2%
CC1=C(C(=O)N(C)C)CC(CC(=O)NCc2cccc3ccccc23)C(=O)N1CCC1=CCCCC1 (centres undefined),-8%,-5,0%
Cc1ccc(S(=O)(=O)N(C)C[C@H]2OCc3cnnn3CCCC(=O)N([C@H](C)CO)C[C@H]2C)cc1,-7%,2,2%
C[C@@H]1CCCCO[C@H](CN(C)C(=O)C2CCCCC2)[C@@H](C)CN([C@H](C)CO)C(=O)c2cc(N(C)C)ccc2O1,2%,-8,-3%
C[C@@H]1CN([C@H](C)CO)C(=O)c2cc(C3=CCCCC3)cnc2O[C@@H]1CN(C)Cc1ccccc1C(=O)O,4%,-3,-2%
COCOCCn1cc(CN2CCS(=O)(=O)N(Cc3ccc(-c4ccc(F)cc4)cc3)C(C(C)C)C2=O)nn1 (centres undefined),-4%,-4,-2%
CC1CC(C)(C)CC2(C1)NC(=O)N(CC(=O)Nc1ccc3c(c1)OCO3)C2=O (centres undefined),-10%,1,0%
O=C(Nc1cccc(-c2cccc(Cl)c2)c1)C1CCN(Cc2nccs2)CC1,i,-1,1%
CCn1c(SCC(=O)Nc2oc(C)c3c(C)n[nH]c(=O)c23)nnc1-c1ccco1,2%,-12,3%
CCN(C(=O)Cn1cc(C(F)(F)F)ccc1=O)C1CCS(=O)(=O)C1 (centres undefined),-5%,-2,-3%
Cc1ccccc1S(=O)(=O)N(C)C[C@@H]1OCc2cn(nn2)CCCC(=O)N([C@H](C)CO)C[C@H]1C,-10%,0,-2%
Cc1ccn(CCC(=O)N2CCCC(N3CCN(c4ccccc4C)CC3)C2)n1 (centres undefined),-7%,-2,11%
COCCN(C(=S)Nc1ccc(OC)c(Cl)c1)C1CCN(C(C)=O)CC1,-5%,-1,8%
COc1ccc(NCC(=O)Nc2c(C)cccc2C)cc1S(=O)(=O)N1CCOCC1,-6%,-2,5%
C[C@@H]1CN([C@H](C)CO)C(=O)CCCn2nncc2CO[C@H]1CN(C)Cc1cccnc1,-2%,-1,0%
C[C@@H]1CN([C@@H](C)CO)C(=O)c2cc(Br)cnc2O[C@H]1CN(C)C(=O)Cc1ccccn1,4%,-19,0%
Nc1nc(COC(=O)c2ccco2)nc(Nc2ccccc2)n1,-5%,8,0%
O=C(c1cccs1)N1C[C@@H](O)[C@H](n2cc(-c3ccc(F)cc3)nn2)C[C@@H]1c1ccccc1,-4%,-4,10%
O=C1C=C(c2ccc(CO)cc2)C[C@@H](c2ccc(F)cc2)C1,0%,5,5%
CCOC(=O)/C(=C(/C)N)C1CC(=O)NC1=O (centres undefined),-7%,-1,-12%
Cc1nc(C)c(C(=O)OCC(=O)Nc2ccc(C)c(C)c2)s1,-2%,4,0%
CC1=C(C(=O)N2CCOCC2)CC(CC(=O)NCCN2CCOCC2)C(=O)N1Cc1ccccc1 (centres undefined),7%,-6,4%
CCc1ccccc1NC(=O)CNC(=O)CCC(=O)c1cc(C)sc1C,2%,-2,0%
O=c1[nH]nc(-c2ccc[nH]2)[nH]1,3%,1,19%
Cc1ccc(S(=O)(=O)N2C[C@H]3[C@H]4C(=O)N(c5ccccc5)C(=O)[C@H]4C[C@H](OC(=O)NCc4ccccc4F)[C@@]3(O)C2)cc1,-5%,5,-12%
C[C@@H]1CN([C@H](C)CO)C(=O)CCCn2nncc2CO[C@H]1CN(C)C(=O)Nc1cccc(Oc2ccccn2)c1,-3%,-4,2%
Cc1noc(C)c1NC(=O)N(C)C[C@H]1OCc2cnnn2CCCC(=O)N([C@@H](C)CO)C[C@H]1C,3%,-5,-2%
Cn1c(CCN2CCCC2)nc2cc(NS(=O)(=O)c3ccc(F)cc3)ccc21,-3%,2,4%
CC(=NCc1ccccc1)c1ccccc1O,-1%,-9,2%
COc1cc(/C=C/C(=O)O)cc(S(=O)(=O)Nc2cc(S(=O)(=O)N3CCCCC3)ccc2Cl)c1OC,-2%,-6,0%
O=C(CCCN1CCN(c2ccccc2)CC1)c1ccc(F)cc1,-3%,-4,24%
COc1ccccc1NS(=O)(=O)c1cccc(NS(=O)(=O)c2cc(C(=O)O)ccc2Cl)c1,-1%,-3,9%
C=CCN(Cc1ccc(Br)s1)C(=O)c1ccc(OCc2c(C)noc2C)cc1,-7%,3,1%
O=C(c1ccco1)N1N=C(c2ccccc2O)CC1c1cccs1 (centres undefined),6%,-1,16%
O=C(CS(=O)(=O)c1ccc(Cl)cc1)Nc1nccs1,0%,-3,3%
COc1ccc(-c2ccc3c(c2)S(=O)(=O)c2cccc(C(=O)N4CCN(c5ccccn5)CC4)c2C3=O)cc1OC,-3%,-9,-1%
Cc1ccc(C(=O)Nc2ccc3nc(C)sc3c2)o1,i,3,-1%
Cc1ccc([C@H]2N[C@]3(CCCN(Cc4cccn4C)C3=O)[C@H]3C(=O)N(C)C(=O)[C@@H]23)cc1,-5%,4,-4%
CC(=O)Cn1cnc2c(cnn2-c2ccc(F)cc2)c1=O,-3%,5,-6%
COc1cccc(COC(=O)C2CC(=O)N(Cc3ccccc3)C2)c1OC (centres undefined),-4%,-4,3%

# Retrieved one by one from the list above (two):
SMILES,Tb PGK inh,PI4K2A block,GLS inh
Cc1ccc(C(=O)Nc2ccc3nc(C)sc3c2)o1,i,3,-1%
CC(=O)Cn1cnc2c(cnn2-c2ccc(F)cc2)c1=O,-3%,5,-6%

# High-throughput results from PubChem BioAssay.

# A portion of the library; rates above refer to the full screens.
